# GLS inhibitor: qHTS for Inhibitors of Glutaminase (GLS) | Glutaminase kidney isoform, mitochondrial (Homo sapiens), O94925 | GLS enzymatic activity, qHTS titration | Potency, µM (titrated, usually from 45.5 µM), without a hit: top-dose activity change, negative = inhibition, usual class: inhibitors | 410,000 compounds, 0.21% hits | AID 624170, 2012; further: on the % scale 0 is the no-effect control and ±100 the full control effect
#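 Glutamate formation by hKGA was monitored fluorometrically using coupled glutamate oxidase, HRP and Amplex Red. Substrate was added as 1 mM L-glutamine solution; incubation was 30 min at RT after an initial read.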
# POLI inh: qHTS for Inhibitors of Polymerase Iota. AID 588590, 2011. 390,000 compounds, 1% hits. DNA polymerase iota (Homo sapiens), Q9UNA4. Potency, µM (doses to about 115 µM), for the others: at the top dose activity, negative = inhibition, actives largely listed as inhibitors. Pol iota fluorescent replication assay, 10 min
# Target sequence (Q9UNA4 whole entry, looked up): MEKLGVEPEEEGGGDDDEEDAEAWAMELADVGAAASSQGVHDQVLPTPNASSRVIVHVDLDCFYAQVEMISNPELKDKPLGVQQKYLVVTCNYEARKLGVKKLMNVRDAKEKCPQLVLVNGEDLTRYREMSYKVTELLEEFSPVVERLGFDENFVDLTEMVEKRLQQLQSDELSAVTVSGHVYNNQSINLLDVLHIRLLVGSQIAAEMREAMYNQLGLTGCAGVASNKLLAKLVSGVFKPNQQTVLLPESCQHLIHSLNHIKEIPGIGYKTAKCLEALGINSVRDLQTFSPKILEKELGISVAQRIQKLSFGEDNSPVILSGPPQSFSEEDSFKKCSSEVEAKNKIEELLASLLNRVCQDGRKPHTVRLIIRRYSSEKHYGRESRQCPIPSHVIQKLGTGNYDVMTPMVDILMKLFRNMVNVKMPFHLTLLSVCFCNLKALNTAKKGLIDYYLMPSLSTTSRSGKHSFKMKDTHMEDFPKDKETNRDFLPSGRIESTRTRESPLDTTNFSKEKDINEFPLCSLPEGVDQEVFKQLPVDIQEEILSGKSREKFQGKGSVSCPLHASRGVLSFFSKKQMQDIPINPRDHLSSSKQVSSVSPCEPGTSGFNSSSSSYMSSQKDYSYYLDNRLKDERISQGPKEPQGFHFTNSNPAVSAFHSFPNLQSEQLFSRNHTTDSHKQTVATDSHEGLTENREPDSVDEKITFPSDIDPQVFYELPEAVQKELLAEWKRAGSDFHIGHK
#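 Fluorescent replication assay read twice, at 0 min and 10 min after adding 50 nM (final) substrate. Enzyme (10 nM) and compounds were first incubated 15 min at room temperature; enzyme-free buffer wells were negative controls.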
# BAZ2B inh: qHTS Assay for Inhibitors of BAZ2B | Bromodomain adjacent to zinc finger domain protein 2B (Homo sapiens), Q9UIF8 | AlphaScreen BAZ2B-H3K14Ac peptide displacement | Potency, µM (top dose mostly 114 µM), inactives show top-dose activity change, negative = inhibition, hits mostly inhibitors | 360,000 compounds, 4.4% hits; further: on the % scale 0 is the no-effect control and ±100 the full control effect; nearly all actives have a fitted effect of over 60% in size
#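 BAZ2B 50 nM plus b-H3(5-23)K14Ac 50 nM, PBS pH 7.4/0.01% Tween-20, 30 min RT; compound added (max 110 uM), 30 min RT; streptavidin donor/Ni-chelate acceptor beads 10 ug/mL final, 20 min dark; AlphaScreen read.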
# JMJD2A Tudor: qHTS Assay for Inhibitors of JMJD2A-Tudor Domain; Lysine-specific demethylase 4A (Homo sapiens), O75164; AlphaScreen JMJD2A-Tudor / H3K4me3 peptide binding; Potency, µM (top dose mostly 114 µM), inactives show top-dose activity change, negative = inhibition, actives largely listed as inhibitors; 390,000 compounds, 4.4% hits; AID 504339, 2011; further: on the % scale 0 is the no-effect control and ±100 the full control effect; nearly all actives have a fitted effect of over 50% in size
# BLM inh: qHTS Assay for Inhibitors of Bloom's syndrome helicase (BLM) | AID 2528, 2010 | 350,000 compounds, 0.2% hits | Potency, µM (titrated, usually from 56.1 µM), inactives show at the top dose activity change, negative = inhibition, hits mostly inhibitors | recombinant BLM DNA unwinding, fluorescence dequenching | RecQ-like DNA helicase BLM (Homo sapiens), P54132;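 further: plate controls were vehicle for no effect and no enzyme for full effect; nearly all actives have a fitted effect of over 35% in size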
# HP1b binding inh: HTS for Inhibitors of HP1-beta Chromodomain Interactions with Methylated Histone Tails. Chromobox protein homolog 1 (Homo sapiens), P83916. 390,000 compounds, 0.56% hits. AlphaScreen HP1-beta / biotin-H3K9me3 peptide binding. Potency, µM (series often up to 114 µM), inactives show at the highest dose activity change, negative = inhibition, usual class: inhibitors; further: nearly all actives have a fitted effect of over 70% in size; inactives centre near 23
# Target sequence (P83916 whole entry, looked up): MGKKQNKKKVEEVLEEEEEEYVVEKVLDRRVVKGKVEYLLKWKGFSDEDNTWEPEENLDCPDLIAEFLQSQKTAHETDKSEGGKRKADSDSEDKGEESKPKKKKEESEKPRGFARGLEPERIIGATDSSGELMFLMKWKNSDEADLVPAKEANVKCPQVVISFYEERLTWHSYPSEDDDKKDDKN
#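 HP1-beta protein (50 nM final) preincubated 30 min at room temperature with biotinylated H3(1-18)K9me3 peptide (50 nM) in PBS pH 7.4, 0.01% Tween-20, then compound added for 30 min. AlphaScreen streptavidin donor/nickel chelate acceptor beads (10 ug/mL final), 30 min dark, luminescence read.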
# Tb PGK inh: qHTS Assay to Find Inhibitors of Phosphoglycerate Kinase. Phosphoglycerate kinase, glycosomal (Trypanosoma brucei brucei), P07378. PGK/GAPDH coupled, Kinase-Glo luminescence, 60 min. 380,000 compounds, 0.043% hits. Potency, µM (highest dose often 57.5 µM), for inactives: top-dose activity change, negative = inhibition, most hits filed as inhibitors; further: on the % scale 0 is the no-effect control and ±100 the full control effect; nearly all actives have a fitted effect of over 60% in size
#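 Recombinant glycosomal PGK reaction used 1,3-bisphosphoglycerate generated in-well by GAPDH (100nM final) in 100mM TEA pH 7.6, 5mM MgCl2, 0.01% Tween-20. After 60 minutes at room temperature, ATP was read by Kinase-Glo Plus luminescence end-point.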
# G9a block: qHTS Assay for Inhibitors of Histone Lysine Methyltransferase G9a; 350,000 compounds, 8.8% hits; Potency, µM (titrated, usually from 102 µM), inactives show top-dose activity, negative = inhibition, actives largely listed as inhibitors; G9a H3K9 monomethylation, AlphaScreen, 2 h; Histone-lysine N-methyltransferase EHMT2 (Homo sapiens), Q96KQ7; further: on the % scale 0 is the no-effect control and ±100 the full control effect; nearly all actives have a fitted effect of over 75% in size
#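 Chemiluminescent proximity detection of H3K9 monomethylation, read after 10 min bead incubation in the dark. Reaction: 20 nM G9a, 500 nM biotin-H3K9 peptide, 20 uM SAM cofactor, 2 h, room temperature, following 15 min enzyme-compound preincubation.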
# Pin1 inh: qHTS Assay to Find Inhibitors of Pin1 | 390,000 compounds, 0.009% hits | Pin1 FP peptide displacement, HiFluor488, 10 min | Potency, µM (highest dose often 115 µM), for inactives: top-dose activity, negative = inhibition, hits mostly inhibitors; active means well fitted inhibition curve with a large enough effect in the polarisation, with a control signal flat, not every such curve was filed as active; inconclusive means small, poorly fitted or top-dose-only effect, or effect the other way, or a change in a side signal; inactive means no such curve, though single readings can be large or run the other way; the % refers to the polarisation; further: on the % scale 0 is the no-effect control and ±100 the full control effect
# Target sequence (Q13526 whole entry, looked up): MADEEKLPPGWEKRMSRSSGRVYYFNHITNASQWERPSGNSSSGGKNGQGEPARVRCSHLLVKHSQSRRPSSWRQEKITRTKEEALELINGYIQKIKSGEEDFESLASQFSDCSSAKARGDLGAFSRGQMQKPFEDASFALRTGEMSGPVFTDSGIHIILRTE
# * marks the source's active call; other numbers are inactive results; i = inactive; ? = inconclusive; · = not tested or not shown; & = joins results of further samples; [ ] = dose if it differs, or a comment. Unless noted, the call rests on the fitted dose curve; in most records, active means well fitted curve in the direction sought with a large enough effect; inconclusive means small, poorly fitted or top-dose-only effect, or another doubt; inactive means no such curve, though single readings can be large; an effect the other way counts as inactive or inconclusive. Potency means the concentration at half of the fitted maximal effect. Some of the compounds tested; count on the stated rates, not on these rows.
SMILES,GLS inhibitor,POLI inh,BAZ2B inh,JMJD2A Tudor,BLM inh,HP1b binding inh,Tb PGK inh,G9a block,Pin1 inh
COc1ccc(NC(=O)CC2C(=O)N(c3ccc(C)cc3)C(=O)N2C2CCCCC2)cc1 (configuration not stated),1%,17%,-4%,-5%,-5%,37%,5%,4%[59 µM],-2%
CCOC(=O)c1sc(-c2ccc(C(F)(F)F)cc2)nc1O,-2%,41%[activator],5%,18%,-4%,45%[activator],-9%,-26%,?
CCOC(=O)c1cn(-c2c(Cl)cccc2Cl)c2cc(Cl)c([N+](=O)[O-])cc2c1=O,1%,-1%,-37%,-33%,-7%,7%,7%,-24%,4%
CCN(CC)S(=O)(=O)c1ccc(N2CCCC2)c(C(=O)OCC(=O)N2CCCC2)c1,-2%,44%[activator],-13%,-9%,3%,28%,-9%,8%,15%
CCCOc1ccc(N2CC(C(=O)Nc3ccccn3)CC2=O)cc1 (configuration not stated),3%,29%,-12%,5%,-1%,53%,-7%,7%[0.0925 µM],-2%
CN(Cc1ccccc1)C(=O)COC(=O)c1cc(S(=O)(=O)N(C)C)ccc1N1CCCC1,-6%,4%,-19%,-12%,·,22%,2%,50µM*,-1%
Cc1ccc(Nc2c(-c3ccc(C)o3)nc3ccccn23)cc1,·,7%,·,?,·,-14%,·,·,1%
O=C(NCc1ccc(Cl)cc1)c1ccc2c(Cl)c3c(nc2c1)CCCC3,0%,30%,-12%,-15%,-5%,19%,-6%,8%[59 µM],-6%
Cc1oc(-c2ccc(Cl)cc2)nc1CN1CCC(C(=O)NCCCN2CCOCC2)CC1,-4%,0%,4%,-9%,6%,25%,-3%,-13%[59 µM],1%
COC(=O)N1CCN(/[N+]([O-])=N/Oc2ccc([N+](=O)[O-])cc2[N+](=O)[O-])CC1,·,?,·,-12%,-1%,39%[activator],·,·,-8%
COc1ccc(-c2noc(CSCC(=O)Nc3ccc(C)cc3Br)n2)cc1OC,-3%,-5%,4%,-10%,-1%,8%,i,3%[59 µM],8%
COc1cccc2c(=O)cc(C)n(CC(=O)Nc3cccc(C)c3)c12,-2%,4%,2%,-5%,-1%,43%,·,5%,8%
CCOC(=O)c1c(NC(=O)CSc2cn(CCNC(=O)c3ccc(OCC)cc3)c3ccccc23)sc2c1CCC2,5%,40%[activator],-36%,-18%,-8%,17%,7%,-26%[59 µM],56%[activator]
O=C(c1ccc(F)cc1)C1CCN(C(=O)N2CCOCC2)CC1,-10%,18%,-1%,-14%,-1%,29%,-8%,22%,3%
O=C(COc1ccccc1)Nc1ccccc1C(=O)NC1CC1,-7%,-4%,11%,7%,·,24%,5%,4%,-1%
COC(=O)c1cc(S(=O)(=O)N2CCN(Cc3ccccc3)CC2)c[nH]1,3%,15%,-23%,-8%,-5%,30%,5%,-9%[59 µM],2%
Oc1ccc(-c2cnc(-c3ccc(O)cc3)nc2)cc1,-8%,31%[activator],-15%,-7%,-4%,18%[57 µM],-8%,8%[59 µM],3%
COc1ccc(NCc2cc3ccc(OC)cc3n(CC(=O)Nc3cc(Cl)ccc3C)c2=O)cc1,-17%,27%,-37%,-27%,-8%,3%,-3%,?,1%
CCN(CC)CCOC(=O)c1ccc(N/C=C(/C#N)c2nc(-c3ccc4c(c3)OCO4)cs2)cc1,-5%,4%,?,40µM*,-10%,32µM*,i,?,?
COc1ccc(C2Nc3ccccc3C(=O)N2Cc2ccccc2)cc1OC (configuration not stated),1%,-9%,·,10%,·,58%[activator],-6%,·,0%
CN(C)C(=O)COC(=O)c1cccc(S(=O)(=O)Nc2ccc(OCc3ccccc3)cc2)c1,14%,18%,·,-33%,·,3%,0%,·,3%
Cc1ccc(/C(O)=C2/C(=O)C(=O)N(CCCn3ccnc3)C2c2cccnc2)cc1 (configuration not stated),0%,5%,·,-2%,·,22%,-8%,·,-9%
CCCOc1ccc(C(=O)NCC(c2cccs2)N(C)C)cc1 (configuration not stated),-1%,14%,-17%,-8%,-4%,29%,6%,-6%,1%
Cc1ccc(N2CC(C(=O)NCCN3CCOCC3)CC2=O)cc1 (configuration not stated),1%,26%,-14%,-14%,0%,-19%,-3%,0%,-4%
O=C1Nc2ccc(Br)cc2C1(O)c1ccc(F)cc1 (configuration not stated),2%,5%,1%,-18%,-4%,45%[activator],i,-7%[2.33 µM],-7%
# New compounds follow:
SMILES,GLS inhibitor,POLI inh,BAZ2B inh,JMJD2A Tudor,BLM inh,HP1b binding inh,Tb PGK inh,G9a block,Pin1 inh
COc1ccccc1NC(=O)NCCN1CCNC1=O,0%,46%[activator],1%,-1%,-1%,12%,-6%,15%,18%
Cc1cccc(C(=O)NC(=S)NNC(=O)c2ccccc2Cl)c1,41%[activator],9%,-5%,-28%,0%,-16%,1%,7.9µM*,-15%
CC(=O)Nc1nnc(COc2ccccc2)s1,2%,8%,-8%,-11%,-4%,40%[activator],·,·,-2%
Clc1ccccc1-c1nnc2n1-c1ccccc1SC2,1%,21%,-6%,-7%,-9%,9%,14%,31%[59 µM],-3%
CC(=O)Cc1ccccc1OC(=O)c1ccco1,-13%,-3%,9%,-13%,0%,50%[activator],0%,22%,-6%
O=C(c1cccc(Cl)c1)N1c2nc(-c3ccco3)nn2C2(CCCCC2)[C@@H]2CCCC[C@@H]21,0%,17%,-15%,-21%,-4%,-5%,0%,-7%[59 µM],0%
c1ccn2cc(CSC3=NCCS3)nc2c1,6%,-5%,-6%,-16%,1%,22%,-2%,?,-3%
COc1ccc(OC)c(C2C(C#N)=C(N)Oc3c2c(C)nn3-c2cccc(Cl)c2)c1 (configuration not stated),68%[activator],?,40µM*,50µM*,-6%,-38%,i,40µM*,1%
Nc1nonc1-c1nc2ccccc2n1CC(=O)N/N=C\c1ccc(-c2ccc(Cl)cc2)o1,3%,?,11%[57.1 µM],-20%,-5%,20%,-3%,18%[12.7 µM],61%[activator]
COc1cccc(-n2cc(-c3ccc(F)cc3)[nH]c2=S)c1,4%,-13%,50µM*,45µM*,-4%,14%,-8%,?,1%
Nc1ccc(-c2nc3c(ccc4ccccc43)[nH]2)cc1,1%,18%,?,-36%,-11%,-7%,-2%,?,12%
NC1=NC(c2ccccc2Cl)n2c(nc3ccccc32)N1 (configuration not stated),10%,19%,7%,-16%,0%,18%,·,17%[59 µM],-1%
O=c1c([N+](=O)[O-])cc(C(F)(F)F)cn1Cc1cccc(Cl)c1,4%,-1%,-31%,-19%,-3%,1%,-5%,72%[activator][59 µM],-2%
O=C(CNC(=O)OCc1ccccc1)NC(Cc1cnc[nH]1)C(=O)O (configuration not stated),-1%,16%,·,-11%,·,36%,-5%,·,0%
COc1ccc(C(=O)Oc2ccc(=O)n(-c3ccccc3)n2)cc1,3%,1%,-17%,-9%,2%,48%[activator],2%,18%,6%
O=c1oc2ccccc2n1Cn1c(=O)oc2ccccc21,0%,5%,4%,0%[57.1 µM],1%,26%,-4%,-8%,0%
O=C(NCc1ccc(F)cc1)C1CCCN(c2cnccn2)C1 (configuration not stated),-2%,-12%,-15%,19%,2%,42%[activator],-9%,9%,-4%
CC(C)C(NC(=O)C(Cc1ccccc1)NC(=O)OCc1ccccc1)C(=O)O (configuration not stated),2%,?,-1%,-5%,-5%,38%,2%,20%,4%
COc1cccc(CCC(=O)O)c1OC,0%,15%,13%,-7%,-7%,25%,-12%,3%[59 µM],1%
COc1ccc(NC(=O)Cn2nnc(C(=O)NCc3cccc(OC)c3)c2N)cc1,8%,6%,5%,-13%,-10%,31%,-4%,-9%[0.0925 µM],5%
CC1(Br)C2CCCC1C2S(=O)(=O)c1ccccc1 (configuration not stated),2%,12%,3%,14%,2%,36%,-6%,25%[59 µM],2%
CCOCCCNC(=O)CSc1nc2nc(C)c(Cc3ccccc3)c(C)n2n1,1%,41%[activator],-2%,-1%,-4%,37%,11%,-7%,5%
COc1cccc(N2C(=O)CC(NNc3nc4ccccc4s3)C2=O)c1 (configuration not stated),0%,-16%,-21%,5%,1%,25%,-8%,5%,-1%
CCN(CC)S(=O)(=O)c1ccc(OC)c(-n2cnnn2)c1,0%&2%,47%&10%[activator],-6%&-13%,-3%&-3%,-5%&2%,55%&17%[activator],i,1%[59 µM],-3%&-9%
COc1cccc(NC(=O)C(Cc2ccccc2)NS(=O)(=O)c2ccc3c(c2)oc(=O)n3C)c1 (configuration not stated),-12%,2%,-18%,-2%,-1%,37%,-2%,7%[59 µM],13%
O=C(COC(=O)Cc1ccccc1F)NCc1ccc(Cl)cc1,-1%,-8%,·,-2%,·,63%[activator],-9%,·,-10%
O=S(=O)(c1cc(Cl)ccc1Cl)n1ccnc1,24%,2%,-22%,-16%,-2%,18%,i,2%,?

# Single records, as listed above. Order of screens: GLS inhibitor	POLI inh	BAZ2B inh	JMJD2A Tudor	BLM inh	HP1b binding inh	Tb PGK inh	G9a block	Pin1 inh
# O=C(COC(=O)Cc1ccccc1F)NCc1ccc(Cl)cc1 across the screens: -1%	-8%	·	-2%	·	63%[activator]	-9%	·	-10%
# Nc1ccc(-c2nc3c(ccc4ccccc43)[nH]2)cc1 across the screens: 1%	18%	?	-36%	-11%	-7%	-2%	?	12%
# COc1ccc(NC(=O)Cn2nnc(C(=O)NCc3cccc(OC)c3)c2N)cc1 across the screens: 8%	6%	5%	-13%	-10%	31%	-4%	-9%[0.0925 µM]	5%

# High-throughput results deposited in PubChem by National Center for Advancing Translational Sciences (NCATS).
